# hIAP activ: human IAP activation. 330,000 compounds, 0.16% hits. P09923. AID 2524. purified human IAP, CDP-Star luminescence, 30 min; active compounds read high; 1 = vehicle-only enzyme, 0 = enzyme-free background. activation factor at 10 µM;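 active = activation factor of the enzyme at least 2-fold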; also: the source names both 10 and 20 µM as test concentration; values of inactives mirror those of a sister screen read the other way
# SENP1 FRET inh: SENP1 (human) catalytic domain inhibition; Q9P0U3; 360,000 compounds, 0.21% hits; recombinant SENP1 catalytic domain, CyPet-SUMO1-YPet FRET cleavage; inhibition, % at 10 µM;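 active = inhibition at least 30% at 10 µM, raw YFP signal under a set limit, fluorescence ratio 0.5 to 1.5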;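 also: 0% = enzyme with DMSO and 100% = no enzyme wells; some results filed as inactive read as strong as hits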
#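 Test system: recombinant human SENP1 catalytic domain, His6-tagged / Medium: pH 8 Tris buffer with EDTA, NaCl, BME, BSA, NP40, catalase / Also added: SUMO1 FRET substrate flanked by Cypet and Ypet, 25 nM / Times: 50 min reaction at room temperature / Signal: FRET, CFP and YFP emission / Control set: no-enzyme low control and enzyme-plus-DMSO high control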
# PfGluPho inh: PfG6PD (Plasmodium falciparum) enzyme inhibition | PfGluPho enzyme, NADPH resazurin-diaphorase fluorescence | inhibition, % at 20 µM | 350,000 compounds, 0.78% hits | AID 504690;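 active = inhibition reaching at least a set limit at 20 µM in the primary screen, cut at about 59% in these data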;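 also: 0% = DMSO wells with substrate and 100% = DMSO wells lacking glucose-6-phosphate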
# MPTP inh: blocks calcium-induced mitochondrial swelling. isolated mouse mitochondria, Ca2+ swelling absorbance, 30 min. inhibition, % at 10 µM. 360,000 compounds, 1.4% hits;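 active = inhibition of 50% or more, scaled per plate between neutral and stimulator controls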;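 also: 0% = DMSO wells given calcium and 100% = 1 mM EGTA wells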
# ATG4B inhibitor: inhibitors of human ATG4B cysteine protease | inhibition, % at 8.33 µM | AID 504462 | Q9Y4P1 | 340,000 compounds, 0.51% hits | ATG4B cleavage of LC3-PLA2, NBD-HPC fluorescence, 1 h; in the data active = inhibition above about 40%
# Target sequence (Q9Y4P1 whole entry, looked up): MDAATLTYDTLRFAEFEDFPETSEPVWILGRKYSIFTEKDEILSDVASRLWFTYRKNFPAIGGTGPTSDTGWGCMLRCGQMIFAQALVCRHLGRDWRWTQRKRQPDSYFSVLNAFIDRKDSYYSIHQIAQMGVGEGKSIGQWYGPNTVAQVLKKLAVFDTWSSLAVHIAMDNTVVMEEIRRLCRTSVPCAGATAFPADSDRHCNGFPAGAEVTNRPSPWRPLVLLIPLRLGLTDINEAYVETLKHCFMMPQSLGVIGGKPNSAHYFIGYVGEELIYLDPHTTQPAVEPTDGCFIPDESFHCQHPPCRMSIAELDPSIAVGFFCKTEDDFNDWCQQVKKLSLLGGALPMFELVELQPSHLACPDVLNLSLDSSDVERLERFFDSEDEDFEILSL
# SENP6 block: inhibitors of human SENP6 protease; Q9GZR1; Recombinant SENP6 catalytic domain, aminoluciferin luminescence; inhibition, % at 10 µM; 330,000 compounds, 1.8% hits;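 active = inhibition above about 50% at the single tested dose, limit read from the data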;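 also: plate controls were DMSO wells with enzyme for no effect and DMSO wells lacking enzyme for full effect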
# Target sequence (Q9GZR1 628-1112 limits assumed): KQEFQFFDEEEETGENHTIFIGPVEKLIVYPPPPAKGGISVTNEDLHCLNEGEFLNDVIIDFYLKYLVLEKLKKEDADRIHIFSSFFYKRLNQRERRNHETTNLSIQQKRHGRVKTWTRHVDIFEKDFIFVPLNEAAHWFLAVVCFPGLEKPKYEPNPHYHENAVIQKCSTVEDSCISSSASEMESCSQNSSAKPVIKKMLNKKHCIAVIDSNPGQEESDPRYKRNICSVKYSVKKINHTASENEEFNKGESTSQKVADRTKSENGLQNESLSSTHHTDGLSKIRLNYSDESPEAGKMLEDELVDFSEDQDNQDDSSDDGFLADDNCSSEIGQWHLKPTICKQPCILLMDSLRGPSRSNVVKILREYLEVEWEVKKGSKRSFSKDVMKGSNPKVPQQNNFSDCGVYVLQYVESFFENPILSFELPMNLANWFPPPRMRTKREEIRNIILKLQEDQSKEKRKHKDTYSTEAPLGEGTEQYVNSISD
# SENP8 block: inhibitors of human SENP8 protease | Q96LD8 | recombinant SENP8, Nedd8 substrate fluorescence | inhibition, % at 20 µM | 360,000 compounds, 0.64% hits | AID 602440; in the data active = inhibition mostly above about 40%, no sharp cut-off; inactive = mostly below about 27%
# Target sequence (Q96LD8 whole entry, looked up): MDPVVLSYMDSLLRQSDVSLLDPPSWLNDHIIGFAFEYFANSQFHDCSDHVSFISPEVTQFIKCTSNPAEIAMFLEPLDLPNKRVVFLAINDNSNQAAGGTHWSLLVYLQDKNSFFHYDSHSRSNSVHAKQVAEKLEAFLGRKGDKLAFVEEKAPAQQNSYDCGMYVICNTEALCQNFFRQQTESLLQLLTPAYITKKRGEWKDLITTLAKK
# GRIN3A LBD mod: modulators (binders) of human NR3A ligand-binding domain; NR3A LBD differential scanning fluorimetry, Tm shift; 0% = protein alone, 100% = glycine-bound protein; AID 1259313; Tm shift relative to glycine control, % at 25 µM; 340,000 compounds, 2.5% hits;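 active = melting temperature shift of at least 10% of the positive control shift, at one fixed dose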
# * hit, by the source's call; / = no result given.
# Every second line gives: ATG4B inhibitor, hIAP activ, SENP1 FRET inh, MPTP inh, SENP8 block, PfGluPho inh, SENP6 block, GRIN3A LBD mod
COc1ccccc1C(=O)COC(=O)c1cccc(S(=O)(=O)N2CCCC2)c1
    28, 0.97, 0, 2.3, 14, 6, -17, 0
COc1ccc(NC(=O)CSc2nnc3n2CCCCC3)cc1S(=O)(=O)N1CCOCC1
    -1, 0.92, 0, -2.1, 8, 5, -15, -1
CC(Sc1nnc(N)s1)C(=O)c1c(N)n(C)c(=O)n(C)c1=O (stereo not drawn)
    -4, 1, 1, -0.4, 18, 12, -15, 2
Cc1cc(C)nc(SC2CCCCC2NS(=O)(=O)c2ccccc2)n1 (stereo not drawn)
    7, 1, -1, -1.4, 22, -10, 2, -1
O=C(Nc1oc2ccccc2c(=O)c1-c1ccc(Cl)cc1)c1ccco1
    -3, 1.2, -4, -0.1, -68, -1, 3, -1
CC(=O)c1sc(NC(=O)c2ccccc2F)nc1-c1ccccc1
    29, 1.1, -2, -0.4, 6, 14, -38, -4
COc1ccccc1N1CCC(N2CCN(CC(C)(C)C)C(CCO)C2)CC1 (stereo not drawn)
    -8, 1.1, 2, 6.2, 24, -10, 20, -1
COc1c(C)cc(Br)cc1C(=O)NCc1cccnc1
    7, 0.97, 3, 0.1, 15, -10, -10, 2
Cc1ccc(CC(=O)Nc2ccc(C(=O)N3CCCCC3)cc2)cc1
    3, 1, 2, 0.3, 5, 3, -14, 0
Cc1cc(C)nc(NS(=O)(=O)c2ccc(Br)cc2)n1
    -14, 1, -8, 1.7, -4, -4, -9, 0
CN(C(=O)c1ccc(N2CCOCC2)c([N+](=O)[O-])c1)C1CCCCC1
    1, 1, 1, -0.5, 11, 13, -5, -1
CCCCCOc1ccc(/C=N/NC(=O)c2nnn(-c3nonc3N)c2CN2CCCCCC2)cc1
    6, 1.1, 0, 2.8, -2, 0, 11, -1
C/C(=N\NC(=O)c1ccc2c(c1)OCO2)c1ccc2c(c1)OCO2
    -6, 0.92, -5, -0.3, -5, 4, -13, 0
CCOC(=O)N1CCN(S(=O)(=O)c2ccc3[nH]c(=O)sc3c2)CC1
    6, 0.98, 0, 0.4, 22, -49, -3, -1
COC(=O)c1c(C)[nH]c(C(=O)COC(=O)CCc2ccc(OC)c(OC)c2)c1C
    /, /, 0, 0.1, 20, 1, /, /
CC(=O)Nc1ccc(NC(=O)C(F)(F)F)cc1
    -10, 1.4, 2, 1.6, 9, 2, -12, -1
Cn1cccc1Cc1nnc(SCC(=O)Nc2ccc3c(c2)OCCO3)n1-c1ccc(F)cc1
    -2, 1.1, 1, -1.5, 2, 23, 10, -1
O=C(NNC(=O)c1cccc2ccccc12)c1ccc(Br)cc1
    -13, /, 4, -1.2, -3, 2, /, -1
CS(=O)(=O)N1CCC(C(=O)N2CCN(Cc3ccccc3)CC2)CC1
    -4, 0.91, -1, -3.0, 6, -13, -11, 1
CCCNS(=O)(=O)c1ccc(OCC(=O)N(C)Cc2ccccc2)cc1
    -5, 1.1, 1, 0.8, 39, -12, 1, -2
COC(=O)CCNC(=O)c1ccc2[nH]c(C)c(C)c2c1
    -14, 1.1, -6, 0.1, -14, 10, 17, -2
CCOC(=O)C1CCN(C(=O)c2ccc(C)o2)CC1
    1, 0.99, 5, -0.7, 11, 7, 0, -4
CCN(CC)CCCn1c(=S)[nH]c2ccc(Cl)cc2c1=O
    -4, 1.1, 0, -0.2, -16, 21, 8, 1
C[C@H]1COC(=O)[C@H](Cc2ccc(F)cc2)C/C=C\C[C@@H](CC(=O)N(CCO)Cc2ccccc2)C(=O)N1
    2, 1.2, 0, 1.9, 9, -11, -22, 0
CC1CC(=O)N(c2ccc(NCc3ccccc3Cl)c([N+](=O)[O-])c2)C1=O (stereo not drawn)
    1, 0.78, 5, 3.8, 18, 2, -12, 0
CCCCc1cc(=O)oc2cc(C)cc(OCC(=O)NCc3ccccn3)c12
    0, 0.97, 0, -0.8, -181, 12, 20, -1
O=C(Nc1ccc(O)cc1)c1ccc(NC(=O)c2ccco2)cc1
    6, 1.1, 2, -0.4, 3, -15, -11, 25*
Cc1ccc(S(=O)(=O)N(C)C)cc1NC(=S)NC12CC3CC(CC(C3)C1)C2
    -11, /, 1, 65*, 13, 18, /, -8
COc1ccc(-n2nc(C(=O)NCC(=O)NCCCN3CCC(C)CC3)c3ccccc3c2=O)cc1Cl
    -8, 1.2, -1, -0.7, -253, 26, -12, -1
O=C1CCCC(=O)C1=Cc1c[nH]c2ccccc12
    -9, 1.1, 2, -5.1, 10, 1, -13, -3
O=C(O)c1cccc(CSc2nc(-c3ccc(Cl)cc3)cc(C(F)(F)F)n2)c1
    52*, 0.99, 0, -2.0, 2, -24, -4, -3
COc1ccc(NC2CCCN(C(=O)c3ccc(C(C)=O)cc3)C2)cc1 (stereo not drawn)
    -2, 0.87, 0, 0.3, 3, -8, 8, 0
Cc1cccc(N(CC(=O)NCC2CCCO2)C(=O)CNS(=O)(=O)c2ccc(Cl)cc2)c1 (stereo not drawn)
    -9, 1.1, 1, -1.3, 13, 16, -10, 0
O=C(Nc1cccc(-c2cnc3ccccc3n2)c1)c1ccco1
    -7, 0.92, -1, -4.1, -87, -4, -17, -15
Cc1nc(-c2ccccc2)cc(N2CCCC2)n1
    -6, 0.83, 1, 1.9, -100, -2, -9, 0
Cc1ccc(NC(=O)OCCN2CCN(S(=O)(=O)c3ccc(C)cc3)CCC2=O)cc1
    -9, 0.98, 0, 0.0, 10, -3, -8, -1
Cc1ccc(NC(=O)[C@H](C)NC(=O)C2CCN(C(=O)[C@@H](N)CC(C)C)CC2)cc1
    3, 1.1, -2, 1.2, 13, 3, 13, 5
Oc1[nH]c2ccccc2c1N=NC(=S)NCC1CCCO1 (stereo not drawn)
    -1, 0.96, 4, -1.0, 26, 15, 4, 6
CC(C)(C)NC(=S)NC(=O)C12CC3CCC(CC(C3)C1)C2
    -1, 0.99, 1, 3.9, 9, 9, -7, 3
O=C1CN(C(=O)CCN2CCOCC2)C(c2ccccc2)c2cc(Br)ccc2N1 (stereo not drawn)
    -12, 0.98, -2, 1.3, 11, -11, -21, -1
CCOC(=O)N1CCc2c(sc3ncn(C)c(=O)c23)C1
    -8, 1.2, 1, -0.7, 17, 3, 6, 1
Cc1cccc(C(=O)NCCC(=O)Nc2ccc(C#N)cc2)c1
    -4, 0.9, -1, 0.7, 12, -9, 6, -7
O=C(Nc1ccccc1)OCN1C(=O)c2ccccc2C1=O
    1, 1.1, 1, 0.5, 9, -19, 13, -6
COc1ccc(CNC(=O)Cn2cnc3c(=O)n(C)c(=O)n(C)c32)cc1
    -1, 0.98, 2, -0.3, 4, -2, -14, 0
CC(C)(CC(=O)O)CC(=O)Nc1ccc(Cl)c(Cl)c1
    -1, 1.1, 1, 1.2, -8, -9, -6, 0
Cc1cccc(N2C(=O)CC(N3CCN(C(=O)c4ccccc4)CC3)C2=O)c1 (stereo not drawn)
    -9, 0.84, 1, 0.8, 14, 5, -1, 1
Cn1c(=O)c2c(nc(CN3CCC(Cc4ccccc4)CC3)n2CCN2CCOCC2)n(C)c1=O
    -4, /, -10, 1.5, -4, 20, /, -1
Cc1nc2c(=O)[nH]c3ccccc3c2o1
    0, 0.96, 1, -1.9, 4, -13, 15, -1
O=C(CSc1nnc(NC(=O)c2ccccc2F)s1)NC1CCCC1
    7, 1.1, 3, -0.1, -2, -7, -4, 2
O=C(CC1SC(=Nc2ccccc2)N(CCO)C1=O)Nc1ccccc1 (stereo not drawn)
    -4, 1.2, 3, -8.8, 8, -8, -15, 0
O=C(CCCC(=O)Nc1cccnc1)Nc1cccnc1
    -6, 0.82, -2, -2.7, 10, -8, 1, -1
Cc1snc(S(=O)(=O)Cc2ccccc2Cl)c1C#N
    -1, 0.88, 2, 2.3, 13, 1, -2, 0
O=c1oc2ccccc2c2c1cnc1ccccc12
    -4, /, -2, -0.5, -106, 1, /, -1
CC1=CC(=O)N(c2ccn(C)n2)C1=O
    9, 0.98, 1, 1.8, 8, -13, -2, 0
CN(C)S(=O)(=O)c1cccc(NC(=O)COC(=O)c2ccc3ccccc3n2)c1
    -11, 1.1, 7, -1.3, 22, 6, -22, 4
COc1ccc(-c2[nH]ncc2CN2CCN(C(=O)c3ccco3)CC2)cc1F
    -3, 1, -3, 1.2, -4, -24, 12, -1
Cc1ccc(NS(=O)(=O)c2cccc(C(=O)OCC(=O)NCc3ccco3)c2)cc1
    -5, 0.91, -1, -3.5, 21, 4, -31, -2
Cc1cc(C)nc(N2CCC(C(=O)NNC(=O)Cc3ccccc3)CC2)n1
    -5, 1.3, 0, 0.8, -30, -9, -5, 0
O=C(N/N=C/c1ccncc1)c1cc2c(ccc3ccccc32)o1
    -19, 1.1, -5, 1.0, -408, 6, 1, 6
Cn1ncc2c(NCc3ccccc3)nc(NCCCO)nc21
    -4, 1.1, -3, 0.4, -2, -1, 3, 1

# Grouped by structure: those above containing a CF3 group
# Every second line gives: ATG4B inhibitor, hIAP activ, SENP1 FRET inh, MPTP inh, SENP8 block, PfGluPho inh, SENP6 block, GRIN3A LBD mod
CC(=O)Nc1ccc(NC(=O)C(F)(F)F)cc1
    -10, 1.4, 2, 1.6, 9, 2, -12, -1
O=C(O)c1cccc(CSc2nc(-c3ccc(Cl)cc3)cc(C(F)(F)F)n2)c1
    52*, 0.99, 0, -2.0, 2, -24, -4, -3

# More entries
# Every second line gives: ATG4B inhibitor, hIAP activ, SENP1 FRET inh, MPTP inh, SENP8 block, PfGluPho inh, SENP6 block, GRIN3A LBD mod
O=C(Nc1ccccc1C(=O)Nc1nnc(C(F)(F)F)s1)c1ccccc1Cl
    14, 0.94, -2, 27, -73, 14, -13, 18*
CNC(=O)C1CC(=O)N(c2ccc(OCC(=O)Nc3ccccc3)cc2)C1 (stereo not drawn)
    12, /, 0, -0.6, 4, 6, /, 0
CCc1c(C)nc2ccc(Br)cc2c1SCCC#N
    -14, 1, -1, 4.3, 19, 21, 11, -2
CCNC(=S)N1CCN(c2ccc([N+](=O)[O-])cc2)CC1
    2, 1.1, -5, 1.4, 23, 2, -10, 1
N#C/C(=C\c1ccc([N+](=O)[O-])cc1)c1ccccn1
    1, 0.88, -4, 3.2, 12, 15, 8, 2
O=C(COc1ccccc1)N1CCNC1=O
    -2, 0.92, 0, -0.2, 1, -12, 0, 0
Cc1c(NC(=O)c2nn3c(C(F)(F)F)cc(-c4ccccc4)nc3c2Br)c(=O)n(-c2ccccc2)n1C
    -9, 0.91, 0, -0.9, 39, 0, -8, 1
Cc1ccc(NS(=O)(=O)c2cn(C)c(=O)n(C)c2=O)c(C)c1
    -4, 0.84, 2, -0.3, 9, -13, 14, -4
COc1ccc(CCC(=O)Nc2ccccc2C(F)(F)F)cc1
    31, 1.1, 3, -0.3, 9, 4, 3, -1
CCOC(=O)c1nnn(CC(=O)NC(=O)Nc2ccccc2)c1C(=O)OCC
    -11, 1.1, 2, 1.5, 4, -7, -5, -2
Cc1cc(NC(=O)c2ccc(-c3ccccc3F)o2)no1
    -10, 0.85, 1, -2.2, -1, 12, -5, -2
CC(C)(C)[C@H]1COC(=O)[C@@H](Cc2ccc(F)cc2)CC/C=C/C[C@@H](CC(=O)N[C@H](CO)Cc2ccccc2)C(=O)N1
    -2, 0.98, 3, 0.4, 8, -6, -9, -1
CCCCCn1c(=O)[nH]c2cc(C(=O)NCCCN(C)Cc3ccccc3)ccc2c1=O
    -2, 0.87, 2, 3.2, -117, -8, -7, 0
Fc1ccc(Sc2nc(-c3ccccc3)nnc2C(F)(F)F)cc1
    -4, 1.2, 3, 2.4, 22, -1, 5, 2
O=C(O)c1ccc(C(=O)c2cc([N+](=O)[O-])cc([N+](=O)[O-])c2)cc1
    -4, /, 2, -2.9, 25, 11, /, 3
O=C(NCCCCc1ccccc1)NC[C@@H]1CC[C@@H](Cc2ccc(-c3ccccc3)cc2)O1
    35, /, -1, -1.6, 1, 13, /, -1
O=C(N/N=C\c1ccc(OC(=O)c2ccco2)cc1)c1ccc(Cl)cc1
    -3, 1.2, 1, 0.5, 18, -3, -39, -6

# Bioassay records deposited in PubChem by Sanford-Burnham Center for Chemical Genomics.

# Random draw from the library; 6.7% or so of the library scored in one or more.
